PLCb3 inh: PLC-beta3 (human) inhibition, primary screen; Q01970; Purified PLC-beta3, fluorogenic substrate, fluorescence; inhibition, % at 12.2 µM; 370,000 tested, 0.18% active; in the data active means inhibition above about 11%;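 further: 0% = median of compound wells on plate and 100% = full blocker control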
Target sequence (Q01970 whole entry, looked up): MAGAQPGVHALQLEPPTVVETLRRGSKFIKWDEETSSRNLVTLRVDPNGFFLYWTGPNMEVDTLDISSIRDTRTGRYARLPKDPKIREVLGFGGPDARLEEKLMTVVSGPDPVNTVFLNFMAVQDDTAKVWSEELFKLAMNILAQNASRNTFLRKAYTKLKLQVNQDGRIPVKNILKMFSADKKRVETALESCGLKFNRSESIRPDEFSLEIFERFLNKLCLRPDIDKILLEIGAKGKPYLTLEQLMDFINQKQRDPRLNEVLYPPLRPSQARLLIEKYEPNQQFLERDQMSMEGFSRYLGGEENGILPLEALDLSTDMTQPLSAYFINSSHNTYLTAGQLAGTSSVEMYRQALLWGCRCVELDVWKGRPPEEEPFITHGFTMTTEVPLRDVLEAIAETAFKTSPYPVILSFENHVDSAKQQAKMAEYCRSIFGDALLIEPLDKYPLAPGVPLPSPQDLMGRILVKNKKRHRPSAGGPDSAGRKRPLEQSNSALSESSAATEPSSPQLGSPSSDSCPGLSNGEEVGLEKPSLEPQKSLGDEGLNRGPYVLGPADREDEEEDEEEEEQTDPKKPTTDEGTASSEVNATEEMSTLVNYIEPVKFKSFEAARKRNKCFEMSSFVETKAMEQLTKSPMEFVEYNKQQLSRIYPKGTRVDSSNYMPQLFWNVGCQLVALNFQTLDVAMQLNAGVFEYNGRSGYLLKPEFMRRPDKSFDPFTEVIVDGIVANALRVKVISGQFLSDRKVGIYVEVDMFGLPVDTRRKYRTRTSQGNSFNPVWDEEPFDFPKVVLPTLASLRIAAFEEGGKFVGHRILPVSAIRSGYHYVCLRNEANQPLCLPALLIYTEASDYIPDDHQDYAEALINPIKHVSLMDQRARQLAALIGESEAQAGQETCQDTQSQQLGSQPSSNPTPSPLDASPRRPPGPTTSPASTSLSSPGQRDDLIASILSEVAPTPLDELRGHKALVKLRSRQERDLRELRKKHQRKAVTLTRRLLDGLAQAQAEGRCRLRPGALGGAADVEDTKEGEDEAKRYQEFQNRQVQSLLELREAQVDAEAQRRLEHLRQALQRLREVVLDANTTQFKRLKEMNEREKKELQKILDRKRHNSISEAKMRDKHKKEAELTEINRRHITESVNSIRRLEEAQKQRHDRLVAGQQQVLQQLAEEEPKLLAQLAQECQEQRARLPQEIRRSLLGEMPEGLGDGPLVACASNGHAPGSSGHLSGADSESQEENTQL
DAX1 inh-1: blocks DAX1 repression of SF-1 activated StAR promoter | HEK293T StAR-luciferase reporter, SF-1/DAX-1 repression relief | inhibition, % at 6.8 µM | 370,000 tested, 1.1% active | AID 652010;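 active means inhibition above the mean over all tested compounds plus 3 SD, cut at about 3.6% in these data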;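 further: 0% = DAX-1 cells with DMSO and 100% = cells lacking DAX-1 with DMSO; higher inhibition means more luminescence from relief of DAX-1 repression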
hcDAF-12 act: activators of H. contortus DAF-12 nuclear receptor; HEK293 hcDAF-12 lit1-tk-luc reporter, luminescence; 0% DMSO, 100% Δ7-dafachronic acid; activation, % at 6.8 µM; 370,000 tested, 1.4% active; AID 652067;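 active means activation above the mean of all tested compounds plus 3 SD, cut at about 5.5% in these data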;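 further: 100% = response to 3 µM Δ7-dafachronic acid high control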
Rev-erbA mod: Rev-erb alpha (human) modulation; P20393; Rev-erbα–FITC-DNA binding, fluorescence polarization, 90 min; activity, % at 10 µM; 370,000 tested, 0.79% active;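 active means activity above about 14%, limit read from the data; passing the limit was not always enough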;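 further: 0% = DMSO wells with 35 nM protein and 100% = DMSO wells with 750 nM protein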
FXN GAA850 act: frataxin GAA850 promoter activation. activation, % at 6 µM. 360,000 tested, 0.56% active. HEK293 lucGAA850 FXN promoter luciferase reporter, 24 h; percent of 10 µM SAHA response;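 active means activation above the average of all compounds screened plus 3 SD, cutoff fixed separately per campaign, cut at about 7.5% in these data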;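 further: 0% = DMSO wells and 100% = 10 µM SAHA wells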
SMARCA2 act: activators of SMARCA2 function; MG213 cells, MMTV-luciferase reporter, dexamethasone, overnight; 370,000 tested, 1% active; activation, % at 9.1 µM; in the data active means activation above about 7.8%;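 further: 0% = vehicle wells and 100% = reference activator wells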
hgDAF-12 ag: hgDAF-12 agonism, primary luciferase screen. activation, % at 6.8 µM. HEK293 GAL4-hgDAF12 UAS-luciferase reporter, agonist luminescence; normalized to butyrate control. 370,000 tested, 1.8% active. AID 687014;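 active means activation above a cutoff set at the mean of all screened compounds plus 3 SD, cut at about 10% in these data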;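 further: 0% = DMSO wells and 100% = sodium butyrate wells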
sPLA2-III inh: Blocks human group III sPLA2 activity; inhibition, % at 12.2 µM; QFRET BODIPY PC-A2 liposome hydrolysis, fluorescence; Q9NZ20; 370,000 tested, 0.56% active;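 active means inhibition above mean plus 3 SD of compounds lying within the high and low control bounds, cut at about 19% in these data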;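 further: 0% = median of test compound wells and 100% = no enzyme DMSO wells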
ssDAF12 agonist: activators of S. stercoralis DAF-12 nuclear receptor | HEK293 ssDAF-12/GRIP1 lit1-tk-luc reporter, luminescence; % of 3 µM dafachronic acid response | activation, % at 6.8 µM | AID 652126 | 370,000 tested, 1% active;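 active means activation above the mean over all tested compounds plus 3 SD, cut at about 0.9% in these data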;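 further: 0% = DMSO-only wells and 100% = 3 µM delta7-dafachronic acid wells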
PG9 binder: PG9 antibody binding by small molecule; inhibition, % at 6.7 µM; TR-FRET gp120-PG9 antibody binding; AID 624416; 360,000 tested, 0.43% active; in the data active means inhibition above about 8.5%
DAX1 inh-2: NR0B1 (DAX1) inhibition; HEK293 Gal4-DAX1 luciferase reporter, luminescence; AID 504766; inhibition, % at 6.75 µM; P51843; 340,000 tested, 0.99% active;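 active means inhibition above the mean over all tested compounds plus 3 SD, cut at about 4.2% in these data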;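 further: 0% = DAX1-transfected cells with DMSO and 100% = empty-vector control cells with DMSO; inhibition shows as a rise in luminescence from relieved DAX1 repression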
Numbers without * were called inactive; i = inactive; . = no result given.

SMILES	PLCb3 inh	DAX1 inh-1	hcDAF-12 act	Rev-erbA mod	FXN GAA850 act	SMARCA2 act	hgDAF-12 ag	sPLA2-III inh	ssDAF12 agonist	PG9 binder	DAX1 inh-2
O=C(NCCCN1CCCC1=O)c1ccc(S(=O)(=O)Nc2ccccc2)cc1	-8	-1.4	0.2	2	-1.0	-2	0.8	9	-0.4	-1.7	-0.4
CCn1c(COc2ccc(Cl)cc2)nnc1SCC(=O)Nc1ccc2c(c1)OCO2	2	0.5	-0.5	-2	-0.9	-1	-1.5	-10	-1.2	-0.3	-0.9
COC(=O)c1cn[nH]c1N	0	-0.1	0.5	1	-0.1	0	-0.4	1	-1.6	-2.4	-0.4
O=C1CN(C(=O)COC(=O)c2cccc(OCc3ccccc3)c2)c2ccccc2N1	-3	0.4	4.3	6	2.8	-1	4.0	0	-0.3	0.7	-0.8
Nc1ccccc1-c1nnn(CC(=O)N2CCCc3ccccc32)n1	3	1.1	0.9	1	0.4	-1	-3.9	5	-1.6	0.2	0.1
COc1ccc2oc(C(=O)N3CCN(C(c4ccccc4)c4ccccc4)CC3)c(C)c2c1	-2	-0.9	0.4	-6	-1.4	-1	-1.0	-1	-0.9	0.9	-1.5
CC1(C)C(=O)N(c2ccccc2Cl)C(=O)c2ccccc21	-4	0.1	-1.4	0	-0.7	-2	2.2	-3	-1.4	-2.1	-0.6
COc1ccc(/C=C/C(=O)OCC(=O)c2ccc(S(=O)(=O)N3CCCCC3)cc2)cc1OC	-1	2.6	0.2	-2	0.2	-3	-0.7	-15	-0.1	-2.2	1.8
COc1cccc2c1OCC(CN1CCN(CCC(C)C)C(CCO)C1)=C2 (stereo not drawn)	2	1.5	-1.1	4	-2.5	3	-1.4	-2	-0.8	-0.3	-0.8
CC(NCCC1(C(C)C)CCOC(C)(C)C1)c1cccs1 (stereo not drawn)	-5	0.1	0.4	6	-1.5	0	1.3	6	-0.8	-0.1	3.5
O=[N+]([O-])c1cnn(-c2nc(-c3ccco3)cc(C(F)(F)F)n2)c1	-3	0.4	0.4	20	1.3	-2	1.7	3	-1.1	1.1	-0.7
COc1ccc(CNC(=O)Cc2cn(C)c3ccccc23)c(OC)c1	-8	0.1	-1.4	11	2.3	1	-3.1	-18	-1.3	0.4	0.5
Cc1nc2cc(C(=O)N3CCc4ccccc43)ccc2n1-c1ccc(F)c(F)c1	-2	0.3	2.0	-2	0.4	2	-2.1	-13	0.4	-2.6	-1.0
O=C(Nc1cccc(S(=O)(=O)N2CCCCC2)c1)c1c2c(nc3ccccc13)CCN(Cc1ccccc1)C2	-62	-0.7	-0.6	3	0.9	-5	-1.9	-1	-1.0	0.0	-0.5
O=C(COC(=O)CCNS(=O)(=O)c1cccc(C(F)(F)F)c1)NC(=O)NC1CCCCC1	2	-0.8	1.0	-3	2.5	3	0.0	-27	-1.2	-1.8	-1.5
CCCCN(C(=O)C(C)N1C(=O)c2ccccc2C1=O)c1c(N)n(CCCC)c(=O)[nH]c1=O (stereo not drawn)	4	-0.6	1.1	-4	0.2	-2	2.8	9	-0.6	1.6	0.6
O=C1N/C(=N\N=C\c2cccs2)SC1Cc1cccc(Cl)c1 (stereo not drawn)	2	0.3	-0.5	3	-1.0	0	1.1	-5	-0.9	-0.6	-0.3
Cc1cc(S(=O)(=O)N2CCCC(C(=O)Nc3ccc(C(=O)O)cc3)C2)ccc1Cl (stereo not drawn)	4	0.1	-0.4	-10	0.4	0	0.2	-9	-1.4	-0.9	-0.1
CC(C)(C)OC(=O)C[C@@H]1C/C=C\C[C@@H](CC(=O)NCCO)C(=O)NC[C@@H](c2ccccc2)OC1=O	-2	0.1	-1.0	-4	-0.1	0	0.7	3	-0.9	-0.9	0.6
CC1CCCN(C(=O)CSc2n[nH]c(-c3cccs3)n2)C1 (stereo not drawn)	-6	0.7	0.4	4	1.2	2	-0.3	-2	-0.3	0.2	-0.5
O=C(Nc1ccc(F)c(F)c1)C1CCN(S(=O)(=O)c2cccs2)CC1	-9	-2.3	-3.0	-8	-1.3	-4	-4.8	-2	-1.8	0.2	-0.6
O=C(Oc1c(Br)cc([N+](=O)[O-])cc1Br)c1cccnc1	0	-0.2	-0.4	-3	0.2	2	1.1	0	-1.6	-5.8	-1.1
Cc1ccc(O)c(NC(=O)C2CCCCC2)c1	-6	0.4	1.3	2	3.0	4	2.0	-3	-0.7	-0.6	-0.6
CCOc1ccc(N(C)S(=O)(=O)c2ccc3[nH]cc(C(=O)NCCOC)c(=O)c3c2)cc1	0	-0.7	-2.1	3	0.0	-2	-4.5	-2	-0.7	1.1	-0.3
CC(=O)Oc1ccc(CN2C(=O)C(CCc3ccccc3)ON=C2c2cnccn2)cc1 (stereo not drawn)	0	1.4	-0.1	1	2.3	0	2.0	-4	-0.6	-0.9	.

Grouped by structure, those above with an aryl thioether with sulfur outside any ring
SMILES	PLCb3 inh	DAX1 inh-1	hcDAF-12 act	Rev-erbA mod	FXN GAA850 act	SMARCA2 act	hgDAF-12 ag	sPLA2-III inh	ssDAF12 agonist	PG9 binder	DAX1 inh-2
CCn1c(COc2ccc(Cl)cc2)nnc1SCC(=O)Nc1ccc2c(c1)OCO2	2	0.5	-0.5	-2	-0.9	-1	-1.5	-10	-1.2	-0.3	-0.9
CC1CCCN(C(=O)CSc2n[nH]c(-c3cccs3)n2)C1 (stereo not drawn)	-6	0.7	0.4	4	1.2	2	-0.3	-2	-0.3	0.2	-0.5

Part of the list above in order of count of non-hydrogen atoms, ascending:
SMILES	PLCb3 inh	DAX1 inh-1	hcDAF-12 act	Rev-erbA mod	FXN GAA850 act	SMARCA2 act	hgDAF-12 ag	sPLA2-III inh	ssDAF12 agonist	PG9 binder	DAX1 inh-2
O=C(Oc1c(Br)cc([N+](=O)[O-])cc1Br)c1cccnc1	0	-0.2	-0.4	-3	0.2	2	1.1	0	-1.6	-5.8	-1.1
CC(=O)Oc1ccc(CN2C(=O)C(CCc3ccccc3)ON=C2c2cnccn2)cc1 (stereo not drawn)	0	1.4	-0.1	1	2.3	0	2.0	-4	-0.6	-0.9	.
COc1ccc(/C=C/C(=O)OCC(=O)c2ccc(S(=O)(=O)N3CCCCC3)cc2)cc1OC	-1	2.6	0.2	-2	0.2	-3	-0.7	-15	-0.1	-2.2	1.8
CC(C)(C)OC(=O)C[C@@H]1C/C=C\C[C@@H](CC(=O)NCCO)C(=O)NC[C@@H](c2ccccc2)OC1=O	-2	0.1	-1.0	-4	-0.1	0	0.7	3	-0.9	-0.9	0.6

Further compounds follow:
SMILES	PLCb3 inh	DAX1 inh-1	hcDAF-12 act	Rev-erbA mod	FXN GAA850 act	SMARCA2 act	hgDAF-12 ag	sPLA2-III inh	ssDAF12 agonist	PG9 binder	DAX1 inh-2
Cc1ccc(C(=O)N2CCC3(CC2)Oc2ccc(Cl)cc2C(=O)C32CC(c3ccc(Cl)cc3)=NO2)s1 (stereo not drawn)	0	0.6	0.2	-1	-2.2	0	1.3	3	-1.2	0.7	0.9
CC(C)CSC1=NSC2=NC(=O)/C(=C\c3cccs3)C(=N)N12	-31	1.3	1.9	-8	5.0	9.5*	4.1	-24	0.1	-1.9	1.8
CCc1ncn(CCc2ccccc2OC)c1C(C)C	-6	-1.2	0.9	-9	.	-5	-0.8	1	-0.5	-0.9	.
CCn1c(C(C)NC(=O)c2ccc(Cl)cc2)n[nH]c1=S (stereo not drawn)	-7	-0.1	-0.4	-1	-1.2	-4	-2.2	8	-1.3	2.2	-0.2
CCOC(=O)c1c(NC2=NS(=O)(=O)c3ccccc32)sc2c1CCC(C)C2 (stereo not drawn)	-11	-0.8	-1.1	41*	0.9	0	0.1	0	-1.4	0.7	0.0
CCOCCCNC(=S)N1CCC(C(=O)c2ccc(C)cc2)CC1	-7	-0.4	-0.9	3	2.0	-1	-1.2	8	-1.3	-1.2	-1.7
Cc1cc(C)cc(Cn2c3ccc(NC(=O)NCCc4cccs4)cc3c(=O)n2C)c1	i	-0.5	-2.3	-2	-0.2	-3	-1.9	-23	-0.1	-1.9	.
CCOc1cccc(/C=N/N2C(C)CCCC2C)c1O (stereo not drawn)	-3	0.3	1.1	3	0.2	-2	0.6	-5	-1.2	1.3	-1.4
O=C(C1=C[C@@H](C2CCCCC2)C[C@@H](OCc2ccc(CO)cc2)O1)N1CCN(Cc2ccc3c(c2)OCO3)CC1	9	-0.9	-2.2	2	-0.3	3	-1.5	-33	-1.8	-0.3	0.4
COc1cc(/C=N/NS(=O)(=O)c2ccc(C(C)(C)C)cc2)cc([N+](=O)[O-])c1O	7	0.2	1.5	1	2.1	3	-0.5	-3	-0.5	-3.6	0.5
O=C(NCc1ccc2c(c1)OCO2)c1ccco1	3	0.1	-1.1	-7	-1.8	-1	0.1	0	-1.3	0.4	-0.6
CCc1ccc(-n2c(=O)c3c(C)c(C(=O)N(C)C)sc3n(CC(=O)NCc3ccco3)c2=O)cc1	1	-0.7	-0.8	-2	-2.3	-2	-0.5	0	-1.1	0.8	-0.1
COc1ccc(-n2cc(-c3ccccc3)[n+]3c2CCCCC3)cc1	2	-2.2	-4.2	1	0.3	-9	-6.4	-2	-1.9	-0.3	-2.9
O=C(O)c1ccc(N=Cc2nc(-c3ccco3)oc2O)cc1	1	0.3	-1.6	1	1.4	-2	-5.5	0	-0.4	-16	1.0
COc1ccc(NC(=O)CN2CCN(C(=O)N3CCOCC3)CC2)cc1	-3	-0.3	-0.1	3	1.7	-2	-0.3	4	0.0	-1.6	2.5
Cc1nn(-c2cc(N3CCCCCC3)ccc2[N+](=O)[O-])c(=O)c2ccccc12	-1	1.2	1.0	2	1.1	-2	-2.0	3	-1.1	-0.5	-0.4
CCc1cc2cccc(C)c2nc1SCC(=O)Nc1cc(C)on1	3	-0.6	0.8	9	0.3	-3	-2.8	-1	-1.0	4.4	0.9
CC(C)C1CC(c2ccccc2)(C(CN)CO)CCO1 (stereo not drawn)	5	0.1	-0.4	2	1.5	-2	-3.8	2	-1.5	2.2	0.9
COc1ccc(-c2nnc(SCc3c(C)noc3C)n2N)cc1OC	2	0.9	-0.3	-2	1.8	-1	-1.4	9	-1.5	-1.0	0.2
COC(=O)[C@@]12CCCN1[C@H](c1ccc(-c3ccc(OC)cc3)c(OC)c1)[C@H]1C(=O)N(C)C(=O)[C@H]12	-37	-0.5	-1.1	1	-1.9	2	4.9	-5	-1.3	-0.9	0.0
Cc1cc(C)cc(C(=O)NCC(=O)OCC(=O)N2c3ccccc3NC(=O)C2(C)C)c1	2	-0.7	2.4	0	1.6	1	-1.3	-2	-1.2	-1.6	0.4
Cc1ccc([N+](=O)[O-])cc1S(=O)(=O)Nc1cccc(-c2ccc(N3CCOCC3)nn2)c1	-4	1.9	-0.1	-7	0.9	1	1.0	-3	-0.7	-1.1	-0.1
CCn1c(SCC(=O)Nc2sc3c(c2C#N)CCCC3)nnc1-c1ccco1	-1	-0.8	-0.6	4	1.3	-2	-0.4	-7	-1.1	-1.7	-0.6
O=C1CC(c2ccco2)CC(O)=C1C=Nc1cc(Cl)cc(Cl)c1 (stereo not drawn)	-10	0.5	-2.7	-5	1.0	0	3.9	1	-0.9	1.8	-0.1
COc1ccc2c(c1)[C@H]1[C@H](CO2)[C@H](c2ccccc2)[C@]2(C)C(=O)N[C@H](C)C(=O)N12	-2	-0.4	-1.1	2	0.8	0	1.5	-2	-1.2	-2.7	2.7
Cc1nc2ccc(S(=O)(=O)NCC(=O)NCc3ccccc3C)cc2s1	0	-0.7	-1.3	-4	.	-1	-0.2	-6	-1.4	.	.

Screening data deposited in PubChem by several laboratories.
